Source: PubChem (several laboratories)
Mtb UGM inh = M. tuberculosis UGM enzyme inhibitors, primary screen, biochemical, fluorescence polarization, single point. UDP-galactopyranose mutase (Mycobacterium tuberculosis (strain ATCC 25618 / H37Rv)), …. purified UGM, fluorescence polarization probe displacement. inhibition, % at 10 µM. hit rate 0.06% among 320,000; in the data active = inhibition above about 10%, passing the limit was not always enough; inconclusive = no clear call, values can overlap the other calls
Target sequence (P9WIQ1 whole entry, looked up): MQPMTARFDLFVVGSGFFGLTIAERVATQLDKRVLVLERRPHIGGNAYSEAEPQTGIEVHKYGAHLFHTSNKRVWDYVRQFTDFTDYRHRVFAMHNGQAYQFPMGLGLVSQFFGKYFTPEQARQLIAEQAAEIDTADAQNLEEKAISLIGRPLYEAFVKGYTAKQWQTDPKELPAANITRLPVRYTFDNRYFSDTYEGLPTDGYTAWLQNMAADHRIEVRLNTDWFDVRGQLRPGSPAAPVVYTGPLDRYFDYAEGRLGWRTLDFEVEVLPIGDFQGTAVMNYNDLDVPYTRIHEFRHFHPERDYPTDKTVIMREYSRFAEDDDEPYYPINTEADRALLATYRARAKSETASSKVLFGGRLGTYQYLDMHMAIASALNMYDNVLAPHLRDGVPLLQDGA
BioA inh = M. tuberculosis BioA enzyme inhibitors, primary screen, biochemical, plate reader, single point, HTS; hit rate 0.096% among 360,000; inhibition, % at 9.99 µM; purified M. tuberculosis BioA enzyme; AID 602481, 2012; in the data active = inhibition above about 40%; inconclusive = no clear call, values can overlap the other calls
GDH-TPI inh = GDH-TPI coupling enzyme inhibitors, primary screen, artefact control for M. tuberculosis FBA inhibitor project, biochemical, absorbance, full deck; inhibition, % at 4.8 µM; AID 588335, 2011; GDH-TPI coupled enzyme counterscreen, NADH absorbance; hit rate 1.2% among 360,000; in the data active = inhibition above about 30%;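 note: 0% = DMSO wells and 100% = wells lacking the enzyme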
PrPC surface inh = inhibitors of human cell surface prion protein PrPC, primary screen, cell-based, TR-FRET; hit rate 0.43% among 370,000; Major prion protein (Homo sapiens), P04156; TR-FRET read-out; inhibition, % at 13.8 µM; AID 720596, 2013; in the data active = inhibition above about 24%; note: 0% = median of the test wells and 100% = reference compound wells
FadD28 binding = inhibitors of FadD28 bisubstrate probe binding, primary screen, biochemical, fluorescence polarization, single point | AID 588549, 2011 | Mycobacterium tuberculosis FadD28 fatty-acid-AMP ligase | hit rate 0.22% among 360,000 | inhibition, % at 12.5 µM; in the data active = inhibition above about 8.5%, passing the limit was not always enough; inconclusive = no clear call, values can overlap the other calls
Rv3671c inh = Rv3671c serine protease inhibitors, primary screen, biochemical, fluorescence polarization, M. tuberculosis H37Rv. P9WHR9. inhibition, % at 5.96 µM. hit rate 0.048% among 320,000. AID 2606, 2010; in the data active = inhibition above about 38%;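 note: extracellular domain of Rv3671c used as enzyme; 0% = enzyme with DMSO and 100% = no enzyme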
FBA Mtb inh = Mtb FBA enzyme inhibitors, primary screen, biochemical, fluorescence, strain H37Rv; inhibition, % at 1 µM; Fructose-bisphosphate aldolase (Mycobacterium tuberculosis (strain ATCC 25618 / H37Rv)), …; purified M. tuberculosis FBA, fluorescence read-out; hit rate 2.3% among 360,000; in the data active = inhibition above about 27%;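 note: 0% = vehicle and 100% = reference inhibitor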
Target sequence (P9WQA3 whole entry, looked up): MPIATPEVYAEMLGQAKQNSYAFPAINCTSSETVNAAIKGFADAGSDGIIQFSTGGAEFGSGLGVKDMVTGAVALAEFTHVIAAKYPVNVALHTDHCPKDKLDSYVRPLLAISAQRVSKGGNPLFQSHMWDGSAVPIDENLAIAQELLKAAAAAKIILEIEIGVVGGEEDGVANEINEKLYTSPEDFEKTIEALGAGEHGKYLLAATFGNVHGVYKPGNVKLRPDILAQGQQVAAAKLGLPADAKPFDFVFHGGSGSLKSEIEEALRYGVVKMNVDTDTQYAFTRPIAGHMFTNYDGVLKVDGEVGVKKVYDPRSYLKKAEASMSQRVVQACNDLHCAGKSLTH
BoNT-F LC inh = BoNT/F light chain protease inhibitors, primary screen, biochemical, flow cytometry, MLPCN library. Botulinum neurotoxin type F light chain protease (Clostridium botulinum). Multiplex microsphere protease cleavage assay. inhibition, % at 10 µM. hit rate 0.22% among 360,000; in the data active = inhibition above about 35%, passing the limit was not always enough; inconclusive = no clear call, values can overlap the other calls; note: plate controls were buffer without enzyme for full effect and enzyme alone for no effect
MazF activator = activators of E. coli MazEF toxin-antitoxin RNase, primary screen, biochemical, fluorescence, uHTS. Endoribonuclease toxin MazF (Escherichia coli (strain K12)), P0AE70. FAM/BHQ RNA-DNA oligo cleavage fluorescence, 5 h. activation, % at 20 µM. hit rate 0.32% among 350,000. AID 504720, 2011; in the data active = activation above about 50%
Target sequence (P0AE70 whole entry, looked up): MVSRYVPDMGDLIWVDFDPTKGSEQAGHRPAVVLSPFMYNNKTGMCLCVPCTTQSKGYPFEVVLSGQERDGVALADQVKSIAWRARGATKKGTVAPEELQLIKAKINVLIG
* marks the source's active call; other numbers are inactive results; u = inconclusive; x = no result given. Not a hit list (roughly 4.8% active in at least one column).

Start of the listing, in advance:
SMILES	Mtb UGM inh	BioA inh	GDH-TPI inh	PrPC surface inh	FadD28 binding	Rv3671c inh	FBA Mtb inh	BoNT-F LC inh	MazF activator
COc1ccc(-c2cc(-c3ccccc3O)[nH]n2)cc1OC	1.5	0.8	-3.7	-4.0	-12.2	5.9	1.5	-14.3	6.0
O=C(NCc1csc(-c2cccs2)n1)C1CC1	2.7	x	8.8	-10.0	-4.5	3.7	4.5	u	0.8
COc1ccc(NC(=O)[C@@]2(CC(=O)O)CC(/C=C/c3ccccc3)=NO2)cc1	1.8	-0.7	12.0	4.3	-1.1	0.7	1.9	-5.0	5.5
Nc1ncnc2c1ncn2C1OC(COP(=O)(O)O)C(O)C1O (stereo unspecified)	-1.2	-2.3	-7.8	-3.9	3.4	-2.1	3.4	6.4	4.0

Main list (from the top)
SMILES	Mtb UGM inh	BioA inh	GDH-TPI inh	PrPC surface inh	FadD28 binding	Rv3671c inh	FBA Mtb inh	BoNT-F LC inh	MazF activator
COc1ccc(-c2cc(-c3ccccc3O)[nH]n2)cc1OC	1.5	0.8	-3.7	-4.0	-12.2	5.9	1.5	-14.3	6.0
O=C(NCc1csc(-c2cccs2)n1)C1CC1	2.7	x	8.8	-10.0	-4.5	3.7	4.5	u	0.8
COc1ccc(NC(=O)[C@@]2(CC(=O)O)CC(/C=C/c3ccccc3)=NO2)cc1	1.8	-0.7	12.0	4.3	-1.1	0.7	1.9	-5.0	5.5
Nc1ncnc2c1ncn2C1OC(COP(=O)(O)O)C(O)C1O (stereo unspecified)	-1.2	-2.3	-7.8	-3.9	3.4	-2.1	3.4	6.4	4.0
COc1cc(/C=C/C(=O)OCC(=O)NNC(=O)c2cc(Cl)ccc2OC)ccc1O	2.7	-0.3	15.3	-0.9	-2.5	9.6	2.9	1.1	-1.9
O=C(O)CCc1ccc(S(=O)(=O)Nc2ccccc2C(=O)NCCc2ccccc2)cc1	-0.8	-0.8	-1.1	1.7	-3.7	-5.3	-3.3	1.1	4.5
CC(=O)c1cc(C(=O)N2CCc3c([nH]c4ccccc34)C2CC(C)C)[nH]n1 (stereo unspecified)	0.7	x	0.6	-7.7	-2.0	1.5	4.9	-3.5	10.9
COc1ccc(NC(=O)C2(C)Cc3c(-c4ccc(C(N)=O)cc4)ccnc3O2)cc1 (stereo unspecified)	x	37.8	-2.7	-3.1	-4.8	x	0.6	-4.7	x
COc1ccc(N2CCC(CNC(=S)Nc3cc(C)ccc3C)C2)cc1 (stereo unspecified)	0.7	-0.9	27.8	-6.9	-0.8	9.8	-1.3	-35.7	7.8
COc1ccc2nc(NS(=O)(=O)c3ccc(NC(C)=O)cc3)sc2c1	-1.8	2.6	8.6	8.2	0.8	11.5	3.1	-2.0	8.1
CCOc1cccc(/C=N/NC(=S)Nc2ccccc2[N+](=O)[O-])c1O	0.9	0.0	8.6	-1.2	-2.8	9.0	-5.2	-8.3	-1.5
Cc1cc(O)cc(O)c1-c1onc(C(F)(F)F)c1-c1cscn1	-1.0	2.9	-9.1	1.2	-13.5	-6.7	-1.4	-6.4	6.7
Cc1ccc(S(=O)(=O)NNC(=O)c2cc(C)c(C)cc2N)cc1	x	x	7.8	-1.8	-0.4	x	7.0	-2.0	4.6
CCN(CC1CCCN(CCc2cccc(OC)c2)C1)C(=O)c1ccoc1C (stereo unspecified)	1.1	0.2	-1.0	-7.5	-3.3	x	-3.2	1.4	3.5
CCCN(CCC)CCNC(=O)c1cc2c(-c3ccccc3F)nn(C)c2s1	-1.9	x	6.7	-11.2	-6.3	1.7	86.9*	u	-10.4
COc1ccc(C(=O)Cn2c(NCCO)nc3ccccc32)cc1OC	-3.1	x	-5.3	-0.9	-2.8	1.7	-0.7	0.6	13.6
COc1ccc(NC(=O)CSc2nnc(Cc3ccccc3)c(=O)n2N)cc1	-1.5	0.0	4.9	-1.3	-0.9	-1.0	3.0	-11.3	1.7
COc1ccc(NC(=O)COc2ccccc2Cl)cc1S(=O)(=O)N1CCCCC1	x	-1.6	7.8	4.5	-0.7	x	1.8	3.4	-6.9
CCOC(=O)Cc1cnc(NC(=O)CSc2nc(N)cc(N)n2)s1	0.0	x	0.6	4.3	-0.2	-10.8	-1.8	-5.8	3.9
CC(OC(=O)Cn1cnc2c1c(=O)n(C)c(=O)n2C)C(=O)NC(C)c1ccc(Cl)cc1Cl (stereo unspecified)	-0.2	-0.5	5.8	6.5	-0.3	-3.7	2.2	3.3	-0.1
O=C(NN1CCOCC1)c1cnn2c(C(F)F)cc(-c3ccccc3)nc12	-1.5	x	12.3	-2.8	-4.1	2.0	-2.7	-2.0	0.2
COc1ccc(CN(C)CC(=O)Nc2cccc(S(=O)(=O)N3CCCC3)c2)cc1F	-1.0	0.1	8.6	-2.3	-2.0	0.7	2.6	0.1	6.4
CCn1c(CSCc2ccc(F)cc2)nnc1SCC(=O)N1CCN(c2ccccc2)CC1	-1.4	-0.3	4.4	10.6	-0.6	10.5	-1.0	-3.6	-1.2
O=C1CCCN2N=C(SCC(=O)N3N=C(c4ccc(Br)cc4)CC3c3ccc(F)cc3)SC2=N1 (stereo unspecified)	3.3	-0.7	0.9	1.7	-0.7	-5.3	2.6	-5.9	-13.5
c1cc2c(nn1)CCc1nonc1-2	-0.9	-3.5	8.7	-8.0	-0.6	0.5	-2.0	-0.6	5.0
(continued)
SMILES	Mtb UGM inh	BioA inh	GDH-TPI inh	PrPC surface inh	FadD28 binding	Rv3671c inh	FBA Mtb inh	BoNT-F LC inh	MazF activator
CCN(CC)c1ccc(C=C2C(=O)NC(=S)NC2=O)cc1	3.2	1.1	19.3	13.1	-2.5	-3.8	0.3	-5.7	-18.4
FC(F)(F)c1cnc(NNC(=S)Nc2ccccc2Cl)c(Cl)c1	0.7	2.2	-1.1	4.0	-1.1	-3.1	-1.4	-11.9	-15.5
COC(=O)c1cc(NC(=O)c2cccc(C(F)(F)F)c2)c(=O)oc1C	4.6	x	-0.3	7.1	-3.9	-2.7	-0.5	-0.3	3.9
Cc1ccc(C(=O)O)cc1NC(=S)NC(=O)C(c1ccccc1)c1ccccc1	1.1	1.3	2.3	-5.1	-5.1	-4.8	2.8	-1.5	-7.2
O=C(CNC(=O)c1ccccc1Cl)Nc1ccc(F)cc1	-0.9	x	1.4	0.6	0.7	13.4	-4.4	-14.1	-10.1
N#Cc1nc(-c2ccc(OCc3ccccc3)cc2)oc1N1CCC(C(N)=O)CC1	1.0	x	10.4	-0.1	-2.0	-11.8	24.0	6.5	17.7
O=C(COc1ccccc1)NNC(=O)c1cc2ccccc2oc1=O	1.2	-0.9	5.7	-12.2	-7.4	0.1	4.1	1.3	6.8
COc1ccccc1NC(=O)CSc1nccn1Cc1ccc(F)cc1	-2.2	1.2	-0.3	8.6	-1.2	-5.8	0.4	-4.0	7.1
Cc1ccc(S(=O)(=O)NCCCCCC(=O)NCCc2ccccc2)cc1	-3.7	2.0	-0.4	-5.0	-2.7	-2.6	0.8	25.6	7.1
O=C(OCc1cn([C@@H]2CN(C(=O)C3CCCCC3)[C@@H](c3ccc(Cl)cc3)C[C@H]2O)nn1)c1ccccc1	x	1.1	-4.7	1.6	-5.3	x	-0.9	-2.9	5.6
CCN(CC(=O)Nc1c(F)cccc1F)C(=O)CCNC(=O)c1ccco1	x	-0.6	-1.1	0.7	-4.4	x	-1.9	-7.4	5.0
CC(C)(C)C(=O)Nc1cccc(C(=O)Nc2cc(C(=O)O)cc(C(=O)O)c2)c1	0.0	x	-4.1	6.8	-5.7	-6.0	-0.8	1.5	-10.7
CCn1c(C)cc(=O)cc1-c1ccc(Cl)cc1	2.1	2.3	1.3	-3.1	-0.3	-9.3	2.1	-30.0	2.7
O=C(Nc1ccc(S(=O)(=O)Nc2nccs2)cc1)c1cccc(S(=O)(=O)N2CCOCC2)c1	-0.7	-2.6	6.2	6.4	0.1	-1.9	0.6	-4.4	-0.3
Cc1noc(C)c1-c1ccc(C(=O)NCCc2ccccc2)c2occc12	x	0.4	7.3	-6.7	-0.2	x	0.3	5.0	x
COC(=O)C1=C(c2ccc(-c3ccccc3)c(F)c2)C[C@@H]2CC[C@H]1N2C(=O)NCCCOC(C)C	4.8	-3.0	3.1	8.4	-1.7	-10.5	0.0	2.4	-6.2
O=C(COC(=O)c1ccncc1)Nc1cccc(Cl)c1	3.0	-0.7	-1.0	0.6	-2.7	-10.8	2.5	-13.2	-10.4
Nc1ccccc1-c1nc2ccccc2c(=O)o1	1.6	-3.7	10.3	7.2	-1.6	9.8	6.2	5.5	-9.6
COc1ccccc1NC(=O)/C(C#N)=C/c1ccc(OCCN2CCOCC2)c(OC)c1	0.8	-1.0	0.0	x	-2.8	-1.8	2.2	9.4	3.9
Cc1ccc(NC(=O)c2ccc(Br)o2)c([N+](=O)[O-])c1	x	0.9	-9.4	-5.9	1.7	x	0.7	12.2	-6.2
CC1NCCC2(O)CCCCC12 (stereo unspecified)	1.9	x	3.9	-1.2	-1.7	1.4	4.7	0.9	-28.7
Cc1[nH]c(=O)[nH]c(=O)c1S(=O)(=O)N1CCCC(C(=O)NCCc2ccccc2)C1 (stereo unspecified)	0.6	0.4	3.1	3.3	2.2	-1.9	1.1	31.2	-1.1
O=C(CC1NCCc2ccccc21)Nc1ccc(Oc2ccccc2)cc1 (stereo unspecified)	3.5	0.9	0.0	-8.9	-8.0	-10.9	0.7	-11.8	4.7
COc1ccc(/C=N/NC(=O)CNC(=O)c2ccc(S(=O)(=O)N3CCOCC3)cc2)cc1OC	4.3	-1.2	18.0	-0.6	-1.2	6.9	1.5	-12.2	1.3
CC(=O)N1CCN(S(=O)(=O)c2cccc(C(=O)NNC(=O)COc3ccc(F)cc3)c2)CC1	1.2	2.4	2.5	1.5	-1.7	-6.4	4.2	x	3.4
Additional entries follow.
SMILES	Mtb UGM inh	BioA inh	GDH-TPI inh	PrPC surface inh	FadD28 binding	Rv3671c inh	FBA Mtb inh	BoNT-F LC inh	MazF activator
CC(=O)O[C@H]1C[C@@]2(C)[C@@H](C[C@@H](O)[C@H]3[C@@]4(C)CC[C@@H](O)[C@@H](C)C4CC[C@@]32C)/C1=C(\CCC=C(C)C)C(=O)O (stereo partly specified)	x	0.1	9.2	-4.3	-3.9	3.8	-1.7	-16.1	1.0
CCOc1ccc(S(=O)(=O)Oc2ccc3ccccc3c2)cc1	-0.3	-2.2	-4.5	2.6	-1.6	-11.9	-3.6	-6.9	-0.7
Cc1cccc(OCC(=O)NNC(=O)CCCCC(=O)NNC(=O)COc2cccc(C)c2)c1	3.1	-0.4	6.5	-4.6	0.7	x	1.5	-3.8	-7.3
CCN(CC)CCCNC(=O)CCC(=O)NNc1nc2ccccc2c2nc(C)nn12	0.8	x	3.7	2.9	1.0	-8.4	-1.0	-2.1	3.7
O=C(CSc1nnc(NCc2ccccc2)s1)c1ccco1	3.3	16.2	7.1	1.8	-0.9	1.4	2.7	14.1	7.8
O=C1NC(=O)c2c(Br)c(Br)c(Br)c(Br)c21	x	-1.9	9.7	-4.2	-1.2	x	1.8	2.8	4.8
Cc1ccccc1-c1nc(CS(=O)CC(=O)NCc2ccccn2)c(C)o1 (stereo unspecified)	-0.3	-3.3	4.3	-3.4	-1.9	1.1	-4.1	-3.0	-1.1
C/C(N)=C(/C#N)C(=O)COC(=O)c1cc2c(s1)CCC(C)C2 (stereo unspecified)	2.3	x	4.3	6.4	-4.6	-4.3	24.3	-4.7	7.3
Cc1ccc(C)c(N2CCN(C(=O)c3ccc(CS(=O)Cc4ccc(Cl)cc4)o3)CC2)c1 (stereo unspecified)	0.6	2.9	12.1	1.1	-2.3	-3.4	-0.2	0.5	-5.2
CN1CCC(N(C)S(=O)(=O)c2ccc(Cl)cc2)CC1	0.8	-5.0	2.6	5.5	1.1	-2.1	3.7	11.1	4.5
